Pf growth 48h: inhibits P. falciparum growth in the first generation, 48 h. 310,000 compounds, 5.9% hits. Potency, µM (titrated, usually from 28.7 µM), for inactives: top-dose activity change, negative = inhibition, hits mostly inhibitors. AID 504832. P. falciparum luciferase growth in erythrocytes, 48 h
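Cell-based growth assay: transgenic P. falciparum expressing firefly luciferase, cultured in red cells within RPMI 1640 containing 0.5% w/v Albumax, 24 mM bicarbonate and gentamycin. A drop in luciferase activity indicates inhibition.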
Pf growth 96h: P. falciparum growth inhibition at 96 hours | P. falciparum luciferase reporter growth, 96 h | Potency, µM (doses to about 28.7 µM), for inactives: top-dose activity change, negative = inhibition, actives largely listed as inhibitors | 320,000 compounds, 6.9% hits | AID 504834
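Parasite growth measured via integrated firefly luciferase reporter in P. falciparum. Infected erythrocytes at 2% hematocrit, 0.05% parasitemia final were treated 96 hours at 37 C under 5% CO2, and luminescence was read.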
Tb PYK inh: T. brucei pyruvate kinase inhibition; Potency, µM (top dose mostly 76.8 µM), inactives show top-dose activity, negative = inhibition, usual class: inhibitors; 410,000 compounds, 0.12% hits; TbPYK enzyme, Kinase-Glo Plus ATP luminescence, 45 min; note: nearly all actives have a fitted effect of over 50% in size
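ADP (130 uM final) triggers the TbPYK reaction after compound addition; incubation is 45 min at room temperature. Kinase-Glo Plus is then added and luminescence imaged. Normalized data are fitted to concentration-effect curves.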
Sm TGR inh: blocks Schistosoma mansoni thioredoxin glutathione reductase. Q962Y6. purified TGR, DTNB reduction, TNB absorbance 405 nm. Potency, µM (highest dose often 114 µM), inactives show at the highest dose activity change, negative = inhibition, most hits filed as inhibitors. 360,000 compounds, 3% hits; note: nearly all actives have a fitted effect of over 60% in size
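First, TGR (20 nM dispensed) and NADPH were mixed with compound. Second, a 15 min room-temperature incubation followed. Third, further NADPH and then DTNB were added to start the reaction. Finally, TNB absorbance was monitored kinetically.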
LmPK inh: LmPK (Leishmania mexicana) enzyme inhibition. purified LmPK, Kinase-Glo ATP luminescence, 1 h. Potency, µM (series often up to 57.5 µM), inactives show at the highest dose activity change, negative = inhibition, most hits filed as inhibitors. 290,000 compounds, 0.37% hits
Target sequence (Q27686 whole entry, looked up): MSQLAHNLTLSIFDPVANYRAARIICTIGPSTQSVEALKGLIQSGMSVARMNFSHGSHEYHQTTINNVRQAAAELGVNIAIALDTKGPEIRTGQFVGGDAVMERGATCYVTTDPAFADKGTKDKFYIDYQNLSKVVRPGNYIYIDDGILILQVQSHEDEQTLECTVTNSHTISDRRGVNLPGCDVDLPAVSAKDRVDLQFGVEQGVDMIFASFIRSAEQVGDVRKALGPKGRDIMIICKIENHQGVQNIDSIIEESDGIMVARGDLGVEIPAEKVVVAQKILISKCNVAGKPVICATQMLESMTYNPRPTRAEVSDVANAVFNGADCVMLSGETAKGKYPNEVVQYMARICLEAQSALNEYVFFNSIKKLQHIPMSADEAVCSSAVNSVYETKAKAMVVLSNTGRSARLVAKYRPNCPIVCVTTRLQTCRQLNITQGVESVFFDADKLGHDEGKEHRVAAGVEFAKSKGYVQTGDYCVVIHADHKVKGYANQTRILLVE
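qHTS format; LmPK 0.1 nM; substrates PEP 0.5 mM and ADP 0.1 mM. One-hour room-temperature incubation, then coupled luciferase luminescence; 0.5 nM enzyme wells mark activation.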
HCV inh: inhibitors of hepatitis C virus infection | Huh7.5.1 HCVcc-Cre infection, luciferase reporter, 44 h | Potency, µM (highest dose often 41.8 µM), without a hit: at the top dose activity change, negative = inhibition, usual class: inhibitors | 340,000 compounds, 3.4% hits
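Reporter virus HCVcc-Cre (~0.5 moi) infects cells exposed to compound; seeding density 1,000 cells/well with 4 h settling beforehand. Luminescence, 15 sec read, taken 44 h post-infection following a 15 min RT substrate incubation.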
Active calls of the source: *; ? = inconclusive; . = not tested or not shown; & = joins results of further samples; [ ] = dose if it differs, or a comment. Calls come from the whole dose curve; as a rule, active = well fitted curve in the direction sought with a large enough effect; inconclusive = small, poorly fitted or top-dose-only effect, or another doubt; inactive = no such curve, though single readings can be large; an effect the other way counts as inactive or inconclusive. % is set by controls: 0 for no effect and ±100 for the full control effect; potency is the fitted concentration of half-maximal effect.

Sample of the layout:
SMILES	Pf growth 48h	Pf growth 96h	Tb PYK inh	Sm TGR inh	LmPK inh	HCV inh
CCC(=O)N1CC2(CC(c3cccc(NC(=O)COc4ccc(Cl)cc4)c3)=NO2)C[C@@H]1C(N)=O (some centres not stated)	?	?	.	-8.6%	4.0%	.
COc1ccc(C2C3=C(CCCC3=O)Nc3nc(C(F)(F)F)nn32)c(OC)c1OC (configuration not stated)	-17.8%	3.3%	-4.6%	14.3%	-0.2%	0.2%
O=C(c1cccnc1NCc1ccc(F)cc1)N1CCOCC1	8.1%	27.2%	-6.8%	0.0%	-0.7%	14.2%
CN(Cc1ccccc1)c1nc2c(c(=O)n(C)c(=O)n2C)n1CCCc1ccccc1	?	-26.8%	0.6%	-11.2%	8.6%	?

The whole of this part, repeating the preview:
SMILES	Pf growth 48h	Pf growth 96h	Tb PYK inh	Sm TGR inh	LmPK inh	HCV inh
CCC(=O)N1CC2(CC(c3cccc(NC(=O)COc4ccc(Cl)cc4)c3)=NO2)C[C@@H]1C(N)=O (some centres not stated)	?	?	.	-8.6%	4.0%	.
COc1ccc(C2C3=C(CCCC3=O)Nc3nc(C(F)(F)F)nn32)c(OC)c1OC (configuration not stated)	-17.8%	3.3%	-4.6%	14.3%	-0.2%	0.2%
O=C(c1cccnc1NCc1ccc(F)cc1)N1CCOCC1	8.1%	27.2%	-6.8%	0.0%	-0.7%	14.2%
CN(Cc1ccccc1)c1nc2c(c(=O)n(C)c(=O)n2C)n1CCCc1ccccc1	?	-26.8%	0.6%	-11.2%	8.6%	?
O=C(NCCCO)NC(=S)c1cccc2ccccc12	1.6%	17.0%	4.1%	1.8%	-0.8%	-20.1%
COCCn1c(-c2ccc(OC)cc2)cnc1SCC(=O)Nc1ccc(OC)cc1OC	?	-2.4%	1.7%	-9.8%	2.3%	-7.8%
CSc1nc2cc(C)nn2c(-c2ccccc2Cl)c1C#N	38.7%	3.3%	1.3%	0.0%	3.5%	6.9%
O=C(Cn1nnc2ccccc2c1=O)NCc1ccco1	0.0%	10.3%	-4.4%	-19.3%	-2.5%	24.9%
Cc1ccc(OCC(=O)Nc2cccc(S(=O)(=O)NC3=NCCCCC3)c2)cc1C	?	-26.3%	4.2%	-11.3%	0.2%	.
O=C(CCc1nc2ccccc2n1-c1ccccc1)NCCO	12.7%	36.4%[activator]	-1.0%	-2.6%	-0.7%	16.9%
COc1cccc(/C=N/NC(=O)C(c2ccncc2)N2CCOCC2)c1 (configuration not stated)	2.2%	0.0%	-1.5%	-11.3%	1.3%	5.2%
Cc1cc(-c2nnnn2-c2cc(Cl)cc(Cl)c2)no1	24.6%	17.2%	-1.8%	1.8%	10.8%	8.4%
O=C(N/C(=C/c1ccccc1Cl)C(=O)N1CCCC1)c1ccccc1	-4.7%	?	-16.0%	-3.0%	-2.2%	15.0%
COc1cc(C(=O)n2cnc3ccccc32)c([N+](=O)[O-])cc1OC	52.5%[activator]	.	-11.4%	-9.6%	-1.1%	-2.7%
CCOC(=O)CNC(c1ccccc1)c1cc(Br)ccc1NC(=O)CCN1CCOCC1 (configuration not stated)	?	?	-21.5%	6.31µM*	1.0%	-12.2%
COc1cc(/C=C/C(=O)NC(=O)c2ccccc2O)ccc1O	?	-7.1%	-19.6%	-6.3%	-8.9%	9.6%
COc1cccc(C(=O)Oc2ccc(N3C(=O)CCC3=O)c(C)c2)c1	-2.6%	8.2%	-1.9%	14.6%	-4.6%	9.3%
CCOC(=O)C1CCCN(Cc2c(F)cccc2Cl)C1 (configuration not stated)	4.8%	.	-16.5%	2.9%	-3.2%	24.0%
Cc1ccccc1NS(=O)(=O)c1nnc(NC(=O)c2ccccc2F)s1	18.9%	35.7%[activator]	0.0%	7.8%	-0.3%	11.9%
CCCCC(=O)N/N=C/c1cc([N+](=O)[O-])ccc1N1CCOCC1	3.6%	?	-2.0%	0.3%	3.3%	?
Cc1sc2nc(-c3cccnc3)[nH]c(=O)c2c1-c1ccccc1	-10.6%	-25.6%	-23.3%	-7.3%	4.0%	-13.5%
O=c1nc2n(c3cccc(Cl)c13)CCCCC2	-9.1%	27.3%	4.2%	0.8%	-2.8%	15.0%
C=CCN1C(=O)/C(=C/c2ccc(O)c(OC)c2)S/C1=N/c1nccs1	3.5%	-22.3%	-8.5%	-19.1%	1.1%	?
COC(=O)c1cc(C)sc1NC(=O)CN1CCN(C(=O)C2CCCO2)CC1 (configuration not stated)	22.8%	21.5%	0.9%	-19.5%	3.6%	12.1%
CC(NC(=O)c1cc2ccccc2oc1=O)c1ccc(O)cc1 (configuration not stated)	33.6%[activator]	?	-2.5%	5.7%	-1.6%	4.5%
COc1ccc(-c2csc(NCc3ccco3)n2)cc1	185.2%[activator]	.	-7.3%	-10.9%	-2.6%	?
CCN(CC)CCN(C(=O)c1ccc(C(=O)c2ccccc2)cc1)c1nc2cc3c(cc2s1)OCO3	-4.0%	3.8%	-4.7%	-5.2%	-4.7%	-9.4%
CC(=O)N[C@@H](CC(=O)O)C(=O)N[C@@H](CCC(=O)O)C(=O)O	?	4.26µM*	-5.6%	.	.	.
Cc1cc(=O)oc2c(C)c(OC(C)C(=O)NCCCN3CCOCC3)ccc12 (configuration not stated)	-2.7%	21.2%	2.3%	4.9%	-3.5%	9.0%
NC(=O)Nc1ccc(C(=O)OCC(=O)N2CCCC2=O)cc1	-4.8%	0.4%	3.4%	3.5%	.	15.3%

Next section, overlapping the part above by two compounds.
SMILES	Pf growth 48h	Pf growth 96h	Tb PYK inh	Sm TGR inh	LmPK inh	HCV inh
Cc1cc(=O)oc2c(C)c(OC(C)C(=O)NCCCN3CCOCC3)ccc12 (configuration not stated)	-2.7%	21.2%	2.3%	4.9%	-3.5%	9.0%
NC(=O)Nc1ccc(C(=O)OCC(=O)N2CCCC2=O)cc1	-4.8%	0.4%	3.4%	3.5%	.	15.3%
CS(=O)(=O)Nc1ccc2c(c1)nc1n2CCOC1	-2.8%	-7.8%[5.75 µM]	-7.9%	-0.4%	-0.3%	3.8%
Cn1c(=O)c([N+](=O)[O-])c(NCC2CCCO2)c2ccccc21 (configuration not stated)	49.0%[activator]	88.1%[activator]	-8.3%	13.9%	-1.9%	-0.5%
O=C(CN1CCCCC1)N/N=C/c1ccccc1OCc1ccccc1	4.6%	-5.5%	4.9%	7.7%	0.8%	6.1%
Cc1nc2c(c(C)nn2-c2ccccc2)c(C)c1CCC(=O)NCCCOC(C)C	?	116.7%[activator]	2.5%	34.1%	-3.2%	?
COc1ccccc1C(=O)N/N=C/c1cnc2ccccc2n1	114.6%[activator]	81.0%[activator]	-8.6%	-1.8%	-3.4%	16.8%
COc1ccc(-c2noc(-c3ccccc3C(=O)Nc3cccnc3)n2)cc1	?	-0.9%	-9.9%	-5.4%	-7.4%	10µM*
COc1ccc(S(=O)(=O)N2CCc3ccccc3C2)cc1OC	10.2%	-12.4%	3.8%	20.2%	5.2%	-5.8%
O=C(NCCc1ccc(C(F)(F)F)cc1)C1CCC(=O)N(CCc2cccc(F)c2)C1 (configuration not stated)	7.5%	13.5%	4.5%	-12.0%	-13.3%	5.1%
CCN1CCC(NCC2CCCCC2)CC1	?	?	0.4%	1.8%	-6.1%	?
COc1ccc2c(c1)CCc1c(C(=O)N3CCCCCC3)noc1-2	81.7%[activator]	?	-3.9%	?	1.3%	.
Cn1c(CBr)c(C(=O)c2ccc([N+](=O)[O-])cc2)c(=O)n(C)c1=O	41.8%[activator]	23.4%	-6.6%	-10.8%	5.1%	-3.4%
Cc1ccc(NC(=O)CN(C)CC(=O)N(CC(C)C)c2c(N)n(CC(C)C)c(=O)[nH]c2=O)c(C)c1	?	-1.7%	-1.9%	-14.0%	.	7.2%
CCC(=O)Nc1c(C)c(CC)nc2ccccc12	?	-17.1%	1.9%	2.2%	-7.8%	6.0%
O=C(COc1ccccc1C(=O)Nc1ccccc1)c1ccc(Br)cc1	?	0.0%	0.5%	1.2%	2.0%	-8.1%
c1ccc2sc(SCc3ccc(-c4nnco4)cc3)nc2c1	0.0%	?	-3.7%	-28.8%	-24.7%	?
COc1ccc(NC(=O)/C(C#N)=C/c2cc(C)n(-c3ccc(N4CCOCC4)c([N+](=O)[O-])c3)c2C)cc1	?	?	-4.6%	4.2%	-0.3%	?
COc1cc2c(cc1OC)CN(C(=O)CN1C(=O)c3ccc([N+](=O)[O-])cc3C1=O)CC2	0.5%	83.1%[activator]	4.0%	-5.6%	.	4.0%
Cc1ccc(S(=O)(=O)N2CCN(C(=O)c3sccc3-c3ccccc3)CC2)cc1	-19.3%	-29.2%	8.1%	-4.7%	-3.0%	-0.2%
O=C(N/N=C/c1ccco1)c1ccccn1	28.1%	99.9%[activator]	-3.7%	0.3%	-18.0%	7.1%
Cc1ccc(S(=O)(=O)NCC(=O)NCCc2c[nH]c3ccccc23)cc1C	12.3%	?	2.4%	-7.9%	-6.3%	?
O=C(CN1CCCCCC1)N/N=C/c1cccc(Cl)c1	11.0%	6.2%	-2.4%	-8.6%	-1.0%	17.5%
CCN1CCN(C(=S)NCC2CCCO2)CC1 (configuration not stated)	19.0%	?	-7.1%	0.2%	-1.4%	2.3%
Cc1ccc(-c2nn3c(C)nnc3c3ccccc23)cc1S(=O)(=O)NCCO	-18.4%	26.8%	9.5%&1.9%	5.0%&5.3%	-7.1%	?
Cc1c(-c2nc(-c3cccnc3)no2)cccc1[N+](=O)[O-]	-1.1%	13.5%	-1.8%	.	-0.9%	-15.0%
CCCN(CCC)CCCNC(=O)C1c2cc(OC)c(OC)cc2C(=O)N(C)C1c1cccnc1 (configuration not stated)	34.8%[activator]	1.6%	3.7%	-1.1%	-4.7%	19.3%
CCN(Cc1ccccc1)C(=O)c1cccc(S(=O)(=O)N2CCN(c3ccc(F)cc3)CC2)c1	?	?	-2.2%	-1.2%	.	?
Cn1c(=O)c2c(ncn2CCC(=O)N/N=C/c2ccccc2)n(C)c1=O	0.1%	28.9%	2.6%	1.4%	1.2%	1.2%
Cc1cccc(NC(=O)COc2coc(CN3CCN(Cc4ccccc4)CC3)cc2=O)c1	-2.5%	?	1.1%	-17.2%	.	?
O=C1CCN(S(=O)(=O)c2ccccc2)CCN1CCOCc1ccccc1	-5.7%	9.28µM*	0.0%	-4.6%	2.1%	0.3%
O=C(COC(=O)c1cc(Cl)ccc1O)NCCC1=CCCCC1	16.7%	2.7%	-3.5%	4.0%	.	23.5%

Shown with two lines to a compound: 4 of the compounds above.
Results follow in this order: Pf growth 48h	Pf growth 96h	Tb PYK inh	Sm TGR inh	LmPK inh	HCV inh
Cn1c(CBr)c(C(=O)c2ccc([N+](=O)[O-])cc2)c(=O)n(C)c1=O
 : 41.8%[activator]	23.4%	-6.6%	-10.8%	5.1%	-3.4%
Cc1ccc(NC(=O)CN(C)CC(=O)N(CC(C)C)c2c(N)n(CC(C)C)c(=O)[nH]c2=O)c(C)c1
 : ?	-1.7%	-1.9%	-14.0%	.	7.2%
CCC(=O)Nc1c(C)c(CC)nc2ccccc12
 : ?	-17.1%	1.9%	2.2%	-7.8%	6.0%
O=C(COc1ccccc1C(=O)Nc1ccccc1)c1ccc(Br)cc1
 : ?	0.0%	0.5%	1.2%	2.0%	-8.1%

High-throughput results deposited in PubChem BioAssay by National Center for Advancing Translational Sciences (NCATS).
